From PubChem BioAssay
Mtb BioA inh = BioA (M. tuberculosis) enzyme inhibition | purified M. tuberculosis BioA enzyme, plate reader | inhibition, % at 9.99 µM | actives 0.096% (n = 360,000) | AID 602481; in the data active = inhibition above about 40%; inconclusive = no clear call, values can overlap the other calls
PrPC TRFRET = inhibitors of human cell surface prion protein PrPC; AID 720596; P04156; TR-FRET read-out; actives 0.43% (n = 370,000); inhibition, % at 13.8 µM; in the data active = inhibition above about 24%; note: 0% = median of the test wells and 100% = reference compound wells
BoNT F protease = BoNT F light chain protease inhibition; Multiplex microsphere protease cleavage assay, flow cytometry; inhibition, % at 10 µM; actives 0.22% (n = 360,000); AID 588497; in the data active = inhibition above about 35%, passing the limit was not always enough; inconclusive = no clear call, values can overlap the other calls; note: plate controls were buffer without enzyme for full effect and enzyme alone for no effect
Mtb UGM inh = blocks M. tuberculosis UGM enzyme; inhibition, % at 10 µM; P9WIQ1; actives 0.06% (n = 320,000); AID 504406; purified UGM, fluorescence polarization probe displacement; in the data active = inhibition above about 10%, passing the limit was not always enough; inconclusive = no clear call, values can overlap the other calls
Rv3671c inh = inhibitors of M. tuberculosis serine protease Rv3671c; P9WHR9; inhibition, % at 5.96 µM; actives 0.048% (n = 320,000); AID 2606; in the data active = inhibition above about 38%;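 note: extracellular domain of Rv3671c used as enzyme; 0% = enzyme with DMSO and 100% = no enzyme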
Target sequence (P9WHR9 whole entry, looked up, the tested form may be a part): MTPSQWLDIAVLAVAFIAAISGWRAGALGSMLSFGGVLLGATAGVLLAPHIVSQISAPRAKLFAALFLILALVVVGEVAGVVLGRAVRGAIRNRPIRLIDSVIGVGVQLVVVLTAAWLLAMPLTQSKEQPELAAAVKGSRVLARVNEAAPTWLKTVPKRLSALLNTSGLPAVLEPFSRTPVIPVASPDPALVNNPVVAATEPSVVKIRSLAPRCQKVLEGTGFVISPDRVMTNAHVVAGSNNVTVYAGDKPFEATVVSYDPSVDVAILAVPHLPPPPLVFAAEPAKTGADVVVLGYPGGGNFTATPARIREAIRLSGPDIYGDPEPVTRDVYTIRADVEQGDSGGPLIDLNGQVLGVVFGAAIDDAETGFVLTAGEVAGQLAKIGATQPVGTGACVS
MazEF act = activators of E. coli MazEF toxin-antitoxin RNase; activation, % at 20 µM; FAM/BHQ RNA-DNA oligo cleavage fluorescence, 5 h; P0AE70; actives 0.32% (n = 350,000); in the data active = activation above about 50%
Target sequence (P0AE70 whole entry, looked up): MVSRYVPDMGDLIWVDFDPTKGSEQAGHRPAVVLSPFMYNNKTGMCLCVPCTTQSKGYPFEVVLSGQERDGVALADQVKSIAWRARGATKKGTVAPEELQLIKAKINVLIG
GDH-TPI counter = GDH-TPI coupled enzyme inhibition counter-screen. GDH-TPI coupled enzyme counterscreen, NADH absorbance. AID 588335. inhibition, % at 4.8 µM. actives 1.2% (n = 360,000); in the data active = inhibition above about 30%;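 note: 0% = DMSO wells and 100% = wells lacking the enzyme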
FadD28 binding = M. tuberculosis FadD28 bisubstrate binding inhibition; FadD28 bisubstrate probe binding, fluorescence polarization; inhibition, % at 12.5 µM; actives 0.22% (n = 360,000); in the data active = inhibition above about 8.5%, passing the limit was not always enough; inconclusive = no clear call, values can overlap the other calls
Mtb FBA inh = inhibits M. tuberculosis FBA enzyme | purified M. tuberculosis FBA, fluorescence read-out | inhibition, % at 1 µM | actives 2.3% (n = 360,000) | AID 588726; in the data active = inhibition above about 27%;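 note: 0% = vehicle and 100% = reference inhibitor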
Target sequence (P9WQA3 whole entry, looked up): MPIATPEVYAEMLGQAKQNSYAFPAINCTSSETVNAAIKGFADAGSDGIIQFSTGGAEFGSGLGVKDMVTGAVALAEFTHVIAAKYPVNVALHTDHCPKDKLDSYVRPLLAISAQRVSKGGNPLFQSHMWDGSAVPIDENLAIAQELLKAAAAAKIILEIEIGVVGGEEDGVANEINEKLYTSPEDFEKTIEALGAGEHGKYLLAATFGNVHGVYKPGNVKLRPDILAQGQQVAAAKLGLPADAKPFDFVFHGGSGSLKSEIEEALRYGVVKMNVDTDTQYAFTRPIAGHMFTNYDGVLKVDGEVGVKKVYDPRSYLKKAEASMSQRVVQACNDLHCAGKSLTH
* hit, by the source's call; ? = inconclusive; . = not tested or not shown.

Compound | GDH-TPI counter | FadD28 binding | BoNT F protease | Mtb UGM inh | Mtb FBA inh | MazEF act | Rv3671c inh | PrPC TRFRET | Mtb BioA inh
CCN(CC(=O)NCc1ccc(Cl)cc1)C(=O)/C=C/c1cc(OC)c(OC)c(OC)c1 | 12 | -3.8 | -2 | 1.6 | 16 | 5 | 4 | 2 | 1.2
OC1CCCN(C(=S)NCc2ccccc2)C1 (stereo not given) | -7 | -3.4 | -1 | -1.2 | -2 | 6 | 2 | 3 | .
CCCOc1cccc(C(=O)NCCNC(=O)c2ccc(C)nc2)c1 | 3 | 0.7 | -8 | 0.4 | -1 | 5 | -12 | -1 | 0.6
COCCCNc1nc2nonc2nc1N1CCN(C2CCCC2)CC1 | 11 | 0.2 | -2 | -2.1 | -1 | -3 | 9 | 0 | -3.4
CCCCOC(=O)C1CCC[C@@H](C)N1 (stereo not given in full) | 1 | 1.4 | -17 | 1.1 | 5 | 13 | 3 | -3 | -3.0
CCC1(CC)NC(=O)N(CC(=O)NC(=O)NCc2ccccc2)C1=O | -7 | -1.7 | -6 | -0.5 | -1 | 8 | 0 | -6 | 1.5
O=C(O)c1cccc(S(=O)(=O)N2CCCC(c3nc4c(nnn4Cc4ccccc4Cl)c(=O)[nH]3)C2)c1 (stereo not given) | -5 | -1.0 | -7 | 3.3 | -1 | -4 | 4 | 0 | 1.0
O=c1[nH]c(CN2CC=C(c3ccccc3)CC2)nc2cc(C(F)(F)F)ccc12 | -4 | -2.0 | 13 | -1.5 | 0 | 20 | 3 | 0 | -1.1
O=C(Cc1cccs1)N(c1ccc(Cl)cc1)C1C=CS(=O)(=O)C1 (stereo not given) | 0 | -1.0 | -8 | 1.2 | -2 | 2 | 2 | 7 | 8.6
CC(C)C(=O)Nc1nnc(SCC(=O)Nc2ccc3c(c2)OCCO3)s1 | 5 | -0.6 | -4 | -4.4 | 2 | 1 | 1 | 3 | -0.5
Cn1cnnc1SCC(=O)Nc1ccc2c(c1)CCC2 | 7 | -1.2 | -5 | -0.1 | 3 | 7 | -2 | 0 | -0.7
COc1ccc(C2/C(=C(/O)c3ccccc3)C(=O)C(=O)N2c2ccccn2)cc1 (stereo not given) | 11 | 0.7 | ? | 1.1 | 1 | -3 | 1 | 1 | -1.5
COc1cc(/C=C2/C(=O)NN(c3ccc(F)cc3)C2=O)cc([N+](=O)[O-])c1O | 13 | ? | -7 | 2.0 | -23 | 6 | 2 | 0 | -2.4
CCOc1ccc(CNS(=O)(=O)c2c(C)nc3scc(C)n3c2=O)cc1OC | 12 | -0.1 | -15 | -1.5 | -1 | 3 | -1 | -2 | -1.3
CCOC(=O)c1cnc(SCC(=O)OCC(=O)NC2CCS(=O)(=O)C2)nc1N (stereo not given) | 0 | -0.1 | -8 | 1.1 | 5 | 5 | 16 | -1 | .
CC1(c2nnc(Cc3ccccc3)o2)CC(c2ccc(OC(F)(F)F)cc2)=NO1 (stereo not given) | 5 | -3.8 | 2 | 0.4 | -3 | 0 | -7 | -4 | -0.1
CC1(C)OC(=O)N(NCc2ccccc2)C1(C)O (stereo not given) | 1 | 2.0 | -4 | -1.5 | 3 | -16 | -6 | 8 | -1.1
CCc1ccc(NCCC(=O)c2ccc(Br)cc2)cc1 | 2 | 2.8 | -6 | 2.4 | 0 | 4 | 13 | . | .
CCSc1nnc(NC(=O)C(C(F)(F)F)C(F)(F)F)s1 | -9 | -0.7 | -2 | 0.7 | -1 | 7 | 8 | 7 | -0.6
C=CCNC(=S)Nc1ccc(Cl)cc1 | 5 | 0.3 | -5 | 2.7 | -2 | -6 | 4 | 3 | 0.4
CCN(CC)S(=O)(=O)c1cc(C(=O)O)ccc1OC | -2 | -1.2 | -1 | 1.2 | 2 | -2 | 0 | -2 | 0.8
COc1ccc(OC)c(NC(=O)C2CCCN(S(=O)(=O)c3c(C)nn(C)c3C)C2)c1 (stereo not given) | -7 | -1.5 | -27 | -3.0 | 0 | 5 | 0 | 5 | 2.5
CCC1(c2ccccc2)NC(=S)N(c2cccc(C)c2C)N1 (stereo not given) | 8 | 0.0 | 7 | -1.1 | 3 | 6 | -9 | -2 | .
Cc1c(N2CCCC2)cc2c(c1NC(=O)c1ccccc1Cl)C(C)(C)CC2(C)C | 0 | 0.4 | 3 | -2.2 | -1 | 2 | -17 | 2 | -2.3
COc1cccc(CN=c2c([N+](=O)[O-])nn(-c3ccccc3C)n2O)c1 | 14 | -2.2 | -2 | -1.0 | -4 | 3 | -6 | -17 | .
CC(=O)Nc1ccc(S(=O)(=O)Nc2cccc(S(=O)(=O)N(C)c3ccccc3)c2)cc1 | 3 | -1.0 | -2 | . | 0 | 1 | . | 2 | 0.5
CCCCCOC(=O)c1ccc(NC(=O)c2cccc(NC(=O)c3ccccc3C(=O)O)c2)cc1 | -3 | -8.5 | 0 | -0.8 | 3 | -1 | 7 | 10 | 11
CN1CCN(C2=Cc3cc(Cl)ccc3Sc3cc(F)ccc32)CC1 | 10 | -4.7 | -6 | 7.8 | 4 | 2 | 3 | -8 | 0.2
Cc1cccc(-n2nnc(C(=O)NCc3ccccn3)c2N)c1 | -4 | -1.4 | -13 | 0.2 | -2 | 6 | 8 | -4 | 2.8
O=C(O)c1cccn2c(=O)c3ccccc3nc12 | 11 | -3.6 | -1 | 4.4 | -6 | 0 | 2 | -1 | 0.3
Oc1c(Br)cc(/C=N/Nc2ccc(Cl)nn2)cc1Br | 29 | ? | -29 | 2.2 | 1 | -1 | 5 | -14 | -0.4
O=S(=O)(NCCc1csc(-c2ccccc2)n1)c1ccc2c(c1)OCCO2 | 0 | -4.4 | 4 | 0.9 | 3 | 1 | -3 | 0 | 0.6
COC(=O)c1cc(C#N)c(NCc2ccc(Cl)cc2Cl)nc1C | 5 | -0.5 | -4 | 2.4 | -2 | -29 | -3 | 2 | -3.1
Cc1ccc(C(=O)Nc2ccccc2[N+](=O)[O-])cc1S(=O)(=O)N1CCOCC1 | -3 | -3.4 | -12 | 0.6 | 0 | 7 | -6 | -7 | 0.3
Cc1ccc(-n2ncc(C(=O)NCC3CCN(C4CCCC4)C3)c2C2CCN(C(=O)OC(C)(C)C)CC2)cc1 (stereo not given) | 5 | -3.5 | 8 | -1.4 | -1 | 5 | 0 | -2 | 0.9
CCOC(=O)c1c(NC(=O)C[n+]2ccccc2)sc2c1CCCC2 | 3 | -2.1 | -1 | 1.0 | 8 | 2 | -4 | 1 | .
CCN(CC)S(=O)(=O)c1cc(OCC(N)=O)c(C)cc1Cl | 6 | 1.8 | -6 | -2.5 | 5 | -7 | 7 | 8 | .
CCOC(=O)NC(=O)C(=CNc1ccccc1C)C(=O)NC(=O)OCC | -3 | -3.4 | -1 | 0.5 | 0 | 8 | -3 | 3 | 1.9
N=c1c(S(=O)(=O)c2ccc(Cl)cc2)cc2c(=O)n3ccccc3nc2n1CCc1ccccc1 | 2 | -3.2 | -2 | 2.8 | 3 | . | -6 | -7 | -2.7
Cc1cc(F)ccc1S(=O)(=O)N1CCCOC1CNC(=O)C(=O)NCc1ccccn1 (stereo not given) | 8 | 0.4 | 2 | 1.4 | 8 | -1 | -2 | 7 | -4.4
Cc1ccc(C(=O)N(c2ccccc2)C2CC(C)N(C(=O)c3ccco3)c3ccccc32)cc1 (stereo not given) | -3 | -3.1 | ? | 0.0 | 0 | 4 | -2 | 8 | -0.7
COc1ccc(OCC(=O)N2CCc3ccccc3C2)cc1 | 5 | -0.3 | -8 | 0.8 | 2 | -2 | -1 | 3 | -1.2
COCC(C)NC(=O)c1cc(-c2ccc(O)cc2)on1 (stereo not given) | 1 | -1.9 | -9 | 0.1 | -1 | -18 | -2 | -3 | -1.4
O=C(Cn1c(=O)cnc2ccccc21)NNC(=O)c1ccc(Cl)cc1 | 4 | -1.0 | 0 | -2.4 | 0 | 8 | -1 | 0 | 0.3
CN=C1C=C/C(=N/N=c2\ccn(O)cc2C)C=C1C | 4 | -1.5 | 30 | -2.3 | -28 | -5 | -17 | -87 | 9.6
O=C(OCC(=O)N1CCCCCC1)c1ccc(Br)c(S(=O)(=O)N2CCOCC2)c1 | -2 | -1.2 | 3 | -3.3 | -2 | 3 | 5 | 6 | -0.1
Cc1ccc(CN2CCN(c3ccccc3)CC2)o1 | 0 | -0.1 | ? | -1.4 | 2 | 5 | -1 | 4 | -2.5
CCC(C)Sc1ccc([C@@H]2[C@H]3C(=O)N(CC)C(=O)[C@H]3[C@]3(C(=O)OC)CCCN23)cc1OC (stereo not given in full) | 9 | -1.2 | 6 | -2.4 | 3 | 0 | -14 | 7 | 4.3
COCCCn1c(SCC(=O)NC(C)(C)C)nnc1-c1ccccc1 | 9 | -1.5 | -34 | -4.4 | 3 | -3 | -2 | -2 | 0.0
CN1CCN(c2ccc(Cl)cc2NC(=O)/C=C/c2ccc(F)cc2)CC1 | 3 | -4.7 | -2 | -0.2 | 1 | 5 | 7 | -7 | 0.8

New compounds follow:
Compound | GDH-TPI counter | FadD28 binding | BoNT F protease | Mtb UGM inh | Mtb FBA inh | MazEF act | Rv3671c inh | PrPC TRFRET | Mtb BioA inh
Cn1c(=O)c2[nH]c(N=NNc3ccccc3F)nc2n(C)c1=O | 10 | 0.7 | -9 | -1.4 | -1 | -3 | -4 | 5 | .
Cc1c(OCC(=O)NCc2ccncc2)ccc2c3c(c(=O)oc12)CCCC3 | 3 | -0.3 | 31 | -1.9 | 9 | 53* | 11 | 8 | 1.1
Cc1cc(C)cc(CSCC(=O)NN=C2CCCCCC2)c1 | 1 | -1.7 | -2 | 1.6 | 1 | -1 | 3 | -5 | .
CN(CC(=O)Nc1ccc(N2CCOCC2)cc1)C(=O)CC(c1ccccc1)c1ccccc1 | 5 | -1.9 | -3 | -0.5 | 2 | -12 | -2 | -5 | -0.8
CCC1CCc2c(c3ccccc3[nH]c2=O)O1 (stereo not given) | -5 | -2.0 | -3 | -0.7 | 4 | -13 | 0 | -1 | 1.5
C[C@H]1CCCC(=O)CCCCCc2cc(O)cc(O)c2C(=O)O1 | 2 | -4.6 | 12 | -0.2 | 1 | 1 | -8 | -1 | 1.2
CCOC(=O)COn1c(SCC(=O)OCC)nc2ccccc2c1=O | 9 | -1.1 | ? | 0.4 | -1 | -1 | -4 | 0 | -0.6
CCOC(=O)C1C(=O)OC(C)(C)C1C(C)C(=O)c1ccccc1 (stereo not given) | -11 | -2.6 | 5 | 1.6 | 6 | -3 | 0 | -4 | 0.0
Cc1nnc(NC(=O)c2ccc3c(c2)C(=O)N(CCC(C)C)C3=O)s1 | -11 | -4.3 | -1 | -1.7 | -2 | 3 | 7 | -2 | -0.9
C=CCn1c(=O)c2c3c(sc2n2c(Nc4ccc(C(=O)OCC)cc4)nnc12)CCCC3 | 0 | -0.2 | -8 | -2.1 | 2 | -11 | -7 | 6 | -0.9
O=C(CNC(=O)c1ccc(-c2ccccc2)cc1)OCc1c(F)cccc1Cl | 3 | -0.8 | -7 | 2.3 | -5 | 2 | -12 | 6 | .
CCCCn1c(N)c(N(CCOC)C(=O)c2ccc(-c3ccccc3)cc2)c(=O)[nH]c1=O | -8 | -3.4 | -14 | -2.3 | 1 | 1 | -5 | 1 | -0.7
